Screens from PubChem.
ELG1 repair inh = qHTS screen for small molecules that inhibit ELG1-dependent DNA repair in human embryonic kidney (HEK293T) cells expressing luciferase-tagged ELG1; HEK293T ELG1-luciferase reporter, luminescence, 16 h; DNA damage induced by 5-fluorouridine; Potency, µM (top dose mostly 46.1 µM), without a hit: at the top dose activity change, negative = inhibition, usual class: inhibitors; actives 2.3% (n = 330,000); AID 504467, 2011; also: potency is read from the fitted curve at half-maximal effect; % is scaled to controls: 0 for no effect and ±100 for the full control effect; nearly all actives have a fitted effect of over 55% in size
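Reporter activity after DNA damage by 5-fluorouridine is monitored. Compound-treated cells incubate 16 hr at 37 °C, then ONE-Glo is added for 30 min before luminescence reading.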
AT treatment = qHTS Assay for Identifying a Potential Treatment of Ataxia-Telangiectasia | […] A-T fibroblasts, KAP-1 phosphorylation AlphaLISA; neocarzinostatin DNA damage 30 min before lysis | Potency, µM (doses to about 57.5 µM), for inactives: at the highest dose activation, most hits filed as activators | actives 0.19% (n = 320,000); also: potency is read from the fitted curve at half-maximal effect; % of control where 0% means no effect; nearly all actives have a fitted effect of over 45% in size
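ATM-like activity read as KAP-1 phosphorylation via AlphaLISA donor/acceptor antibody pairs after lysis and 6 hr at 25C. Cells were ATM-null patient fibroblasts ([…], hTERT), dosed 60 min, then exposed to the DSB inducer NCS for 30 min.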
USP2a block = qHTS Assay for Inhibitors of Ubiquitin-specific Protease USP2a Using CHOP2 as the Reporter; actives 0.01% (n = 330,000); USP2 core, Ub-CHOP2 coupled fluorogenic reporter, 485/531; Potency, µM (titrated, usually from 38.3 µM), for the others: top-dose activity change, negative = inhibition, actives largely listed as inhibitors; Ubiquitin carboxyl-terminal hydrolase 2 (Homo sapiens), O75604;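 also: potency is read from the fitted curve at half-maximal effect; plate controls were DMSO wells for no effect and full inhibition by NEM control for full effect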
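Cell-free coupled assay: 10nM USP2 core preincubated 30min RT with compound in Tris-HCl pH 8.0/CaCl2/CHAPS buffer, then 25nM Ub-CHOP2 and 25nM reporter substrate; fluorescence (Ex 485/Em 531) read after 60min RT, normalized to NEM inhibition, concentration-response curves fitted.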
Eya2 inh = qHTS Assay for Inhibitors of the Phosphatase Activity of Eya2; recombinant Eya2, OMFP fluorescence dephosphorylation (OMFP is methylfluorescein phosphate); Potency, µM (top dose mostly 76.9 µM), for the others: at the top dose activity, negative = inhibition, most hits filed as inhibitors; actives 0.006% (n = 330,000); AID 488837, 2010; also: potency is read from the fitted curve at half-maximal effect; % is scaled to controls: 0 for no effect and ±100 for the full control effect
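Eya2 (0.2 uM) preincubated 10 min at ambient with compound, then OMFP substrate added at 50 uM; 10 min reaction in 50 mM HEPES pH 7.5, 50 mM NaCl, 5 uM MgCl2, 0.05% BSA, 1 mM DTT. Fluorescence read at Ex 485/Em 525 nm.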
TRPV1 ag = HTS Assay for Compounds that Act as Agonists of the Vanilloid Receptor 1 | activation, % at 8.33 µM | Transient receptor potential cation channel subfamily V member 1 (Homo sapiens), Q8NER1 | TRPV1-expressing cells, Fluo-8 calcium influx, agonist mode | actives 0.19% (n = 320,000); in the data active = activation above about 80%; inconclusive = between about 30% and that limit; also: 0% is about no effect
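TRPV1-expressing cells were cultured overnight at 35.5C and loaded with Fluo-8 calcium dye for 40 to 90 min at room temperature. After a 10 s baseline, compound was added and calcium influx was read kinetically for 3 min (ex 480/em 520 nm).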
KCNH2 3.1 block = qHTS for Inhibitors of KCHN2 3.1: Mutant qHTS; actives 0.95% (n = 340,000); U2OS KCNH2 3.1, thallium flux FluxOr; stronger effect = lower value; activity change, % (tested at about 1.8 µM);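 active = maximum activity change below -70%; inconclusive = maximum activity change from -70% to -50%; inactive = maximum activity change above -50%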;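 also: thallium influx rate constant from kinetic fluorescence after stimulation buffer; % is scaled to controls: 0 for no effect and ±100 for the full control effect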
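FluxOr-based Tl+ influx in U2OS cells transduced with KCNH2 3.1 virus; rate constants normalized to DMSO controls.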
KCNH2 WT inh = qHTS for Inhibitors of KCHN2 3.1: Wildtype qHTS; Voltage-gated inwardly rectifying potassium channel KCNH2 (Homo sapiens), Q12809; U2OS, BacMam KCNH2, thallium flux FluxOr; stronger effect = lower value; activity change, % at 1.84 µM; actives 0.37% (n = 340,000); AID 720551, 2013;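 active = maximum activity change below -70%; inconclusive = maximum activity change between -70% and -50%; inactive = maximum activity change above -50%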; also: % is scaled to controls: 0 for no effect and ±100 for the full control effect
Target sequence (Q12809 whole entry, looked up): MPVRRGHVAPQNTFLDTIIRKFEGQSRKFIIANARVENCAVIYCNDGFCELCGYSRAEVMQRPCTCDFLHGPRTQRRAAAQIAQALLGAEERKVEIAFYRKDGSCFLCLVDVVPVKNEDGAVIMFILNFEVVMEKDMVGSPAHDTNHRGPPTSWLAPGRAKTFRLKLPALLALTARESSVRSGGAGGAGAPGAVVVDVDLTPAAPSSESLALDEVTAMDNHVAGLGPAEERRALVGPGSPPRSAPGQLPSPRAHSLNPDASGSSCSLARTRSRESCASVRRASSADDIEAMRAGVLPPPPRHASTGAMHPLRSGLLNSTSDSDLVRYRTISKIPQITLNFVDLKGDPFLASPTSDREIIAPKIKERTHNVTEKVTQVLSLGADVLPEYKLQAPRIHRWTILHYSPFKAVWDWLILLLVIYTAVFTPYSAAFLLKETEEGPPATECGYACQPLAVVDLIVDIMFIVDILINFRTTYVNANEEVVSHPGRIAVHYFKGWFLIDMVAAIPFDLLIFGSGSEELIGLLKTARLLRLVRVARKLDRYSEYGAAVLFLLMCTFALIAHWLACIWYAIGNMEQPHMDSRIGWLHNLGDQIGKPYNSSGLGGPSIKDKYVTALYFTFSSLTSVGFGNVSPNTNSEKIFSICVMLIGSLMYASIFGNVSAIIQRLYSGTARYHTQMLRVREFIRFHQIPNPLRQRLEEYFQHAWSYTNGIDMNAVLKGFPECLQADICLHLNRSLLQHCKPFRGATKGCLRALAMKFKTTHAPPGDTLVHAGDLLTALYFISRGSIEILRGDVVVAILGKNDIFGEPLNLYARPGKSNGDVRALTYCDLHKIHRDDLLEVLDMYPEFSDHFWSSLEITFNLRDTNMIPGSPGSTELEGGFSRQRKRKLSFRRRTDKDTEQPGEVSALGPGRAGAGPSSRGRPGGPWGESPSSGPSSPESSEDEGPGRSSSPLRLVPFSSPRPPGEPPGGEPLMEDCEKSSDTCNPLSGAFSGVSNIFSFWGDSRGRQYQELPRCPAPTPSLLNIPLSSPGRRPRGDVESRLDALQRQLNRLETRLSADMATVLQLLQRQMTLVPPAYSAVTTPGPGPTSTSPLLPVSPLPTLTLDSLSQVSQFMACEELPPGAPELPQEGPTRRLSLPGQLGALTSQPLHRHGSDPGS
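U2OS cells transduced with wild-type KCNH2 virus are loaded with FluxOr dye for 45 min, and thallium flux is measured in kinetic reads before and after stimulation buffer. Rate constants are normalized to DMSO controls.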
TSHR antagonist = Antagonists of the Thyroid Stimulating Hormone Receptor: HTS campaign. Thyrotropin receptor (Homo sapiens), P16473. TSHR-expressing cells, TSH-stimulated cAMP HTRF, 2 h; stronger effect = lower value. activity change, negative = inhibition, % at 11.5 µM. actives 0.2% (n = 330,000);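 active = activity change below a set negative limit, meaning inhibition stronger than a set level, cut at about -70% in these data; inconclusive = activity change between two set negative limits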; also: % is scaled to controls: 0 for no effect and ±100 for the full control effect
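Competitive HTRF cAMP read-out (cryptate anti-cAMP antibody, cAMP-d2; 30 min, room temperature) in freshly harvested TSHR cells. Compounds added before TSH at EC80 (4nM final), followed by 2 hours' incubation at 37 deg C.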
TCR act = Activators of T cell receptors: qHTS campaign. Potency, µM (titrated, usually from 9.22 µM), for the others: at the highest dose activation of IL-2 secretion, hits mostly activators. primary human leukocytes, anti-CD3, IL-2 HTRF, 48 h. AID 504894, 2011. 330,000 tested, under 10 active; also: % of control where 0% means no effect
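Activity was scored as IL-2 release from primary human leukocytes given only a TCR signal (a-CD3 beads) plus compound for 48 hr. Detection used a two-antibody HTRF format read at 665nm.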
Mito fusion yeast = qHTS Assay for Small Molecule Inhibitors of Mitochondrial Division or Activators of Mitochondrial Fusion | S. cerevisiae fusion-defective mutant growth rescue, CellTiterGlo 48 h | Potency, µM (highest dose often 46.1 µM), for inactives: at the highest dose growth rescue (activation), most hits filed as activators | actives 0.23% (n = 320,000) | AID 485298, 2010;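 also: potency is read from the fitted curve at half-maximal effect; % of control where 0% means no effect; nearly all actives have a fitted effect of over 45% in size; temperature-sensitive fusion mutants such as fzo1-1 at 37 °C on non-fermentable ethanol glycerol medium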
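Temperature-sensitive fusion-defective S. cerevisiae (e.g. fzo1-1, mgm1-5) were grown with compound in YPEG medium (3% ethanol, 3% glycerol) for 48 hours at 37C. Growth rescue was measured as viability by CellTiterGlo luminescence after 10 minutes at ambient.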
* hit, by the source's call; i = inactive; ? = inconclusive; · = not tested or not shown; [ ] = remark or other dose. Unless noted, calls follow the shape of the dose curve; as a rule, active = well fitted curve in the direction sought with a large enough effect; inconclusive = small, poorly fitted or top-dose-only effect, or another doubt; inactive = no such curve, though single readings can be large; an effect the other way counts as inactive or inconclusive.

SMILES	ELG1 repair inh	AT treatment	USP2a block	Eya2 inh	TRPV1 ag	KCNH2 3.1 block	KCNH2 WT inh	TSHR antagonist	TCR act	Mito fusion yeast
Cc1ccc2cccc(NC3OC(=O)c4ccccc43)c2n1 (centres undefined)	8%	-2%	1%	4%	-2	4	-19	3	-7%[46.1 µM]	0%
COc1cccc(OC)c1C(=O)NC(=O)Nc1c(F)c(F)c(F)c(F)c1F	7%	7%	2%	4%	·	5	-17	-7	6%	1%
CCOC(=O)c1c(C)oc2c1c1c(c3ccccc32)OCN(Cc2ccccn2)C1	?	6%	4%	-13%	?	1	-4	-27	7%	-1%
Cn1c(CCN2CCCCC2)nc2cc(NS(=O)(=O)c3ccc(F)cc3)ccc21	-19%	14%	-1%	2%	2	-89*	-45	-1	-4%	-8%
O=C(c1cccc(Cl)c1)N1CCN(c2ccccn2)CC1	7%	5%	2%	3%	18	8	-18	-1	-4%	4%
Cc1cc(C)c2cc(C)c(SCC(=O)NCc3ccco3)nc2c1	?	3%	2%	-8%	18	3	2	-10	-2%	22%
Cc1ccccc1Nc1nc2nonc2nc1N1CCOCC1	0%	-6%	3%	3%	-2	5	-3	3	-6%	-5%
CCCCC(=O)Nc1ccc(S(=O)(=O)Nc2nccc(C)n2)cc1	8%	1%	-2%	1%	1	0	5	-3	-2%	1%
Cn1c(Cc2ccccc2)nnc1SCC(=O)NCCc1ccccc1	0%	-1%	1%	4%	-4	-1	1	-4	0%	-3%
COCCN1C(=O)/C(=C/c2cc3c(cc2Br)OCO3)NC1=S	-8%	1%	2%	2%	6	-12	-5	-10	6%	3%
CC1C(C#N)=C(N)OC2=C1C(=O)CCC2 (centres undefined)	-3%	3%	3%	-3%	-3	1	1	-2	-2%	-4%
C=CCN(Cc1cccc(OC)c1OC)C(=O)Oc1ccccc1	2%	10%	1%	13%	15	19	-7	-8	7%	7%
CS(=O)(=O)N(CC(=O)Nc1ccccc1Sc1ccccc1)c1cccc(Br)c1	-8%	2%	-1%	-3%	3	-9	-6	-6	7%	?
CCOC(=O)c1ccc(Oc2nc(OC)nc(N(C)C)n2)cc1	5%	1%	0%	-3%	4	-19	-1	7	1%[46.1 µM]	14%
O=c1[nH]c2cc3c(cc2cc1CN(CCc1ccccc1)Cc1nnnn1CC1CCCO1)OCO3 (centres undefined)	0%	-2%	9%	10%	12	-3	2	-2	-7%	2%
Nc1ccc(NS(=O)(=O)c2ccccc2)cc1	6%	-1%	2%	-7%	3	-7	3	-9	-4%	2%
Cc1ccc(C(C)(C)C)cc1S(=O)(=O)NC(=O)c1ccccc1	8%	-2%	-1%	?	1	-7	-9	0	-1%	-2%[9.22 µM]
O=C(c1cccc(Br)c1)N1CCN(C2=NS(=O)(=O)c3ccccc32)CC1	2%	0%	-1%	8%	1	10	35	-2	·	4%
COc1cccc(CNC(=O)C2CCC(=O)N(CC3CCCCC3)C2)c1OC (centres undefined)	1%	-16%	3%	1%	-1	-6	-3	11	-8%	3%
CC(C)(C)c1ccc(-c2nc3c(C#N)c(-c4ccc5c(c4)OCO5)ccn3n2)cc1	5%	11%	-7%	-11%	3	3	4	2	-5%	8%
CCOC(=O)[C@@H]1[C@H]2COc3ccc(Br)cc3[C@@H]2N2C(=O)N(c3ccc(F)cc3)C(=O)[C@@]12C	-1%	-2%	5%	10%	·	8	2	1	2%	·
CC(NCc1ccc(-c2ccccc2)cc1)C(O)c1ccccc1 (centres undefined)	-29%	-2%	-3%	-11%	4	-17	27	0	-8%[46.1 µM]	-2%
O=C(CS(=O)(=O)c1ccc(Cl)c(Cl)c1)Nc1ccccc1Cl	11%	5%	4%	6%	22	-3	3	-8	4%	19%
O=C(/C=C/c1ccc(Br)o1)OCc1ccccc1	1%	1%	-1%	-7%	11	·	-19	-9	0%	9%
CCOC(=O)c1c(-c2ccccc2)oc2cc(Br)c(O)c(C=O)c12	?	37%	2%	8%	1	8	-22	-39	27%	?
Cc1cnc(C(=O)OCC(=O)Nc2ccc(C)c(S(=O)(=O)N(C)C)c2)cn1	-2%	2%	8%	-1%	4	-8	5	-2	-3%	0%
CCOc1cc(C(=S)N2CCCC2)ccc1O	13%	-13%	1%	-6%	1	3	4	1	·	-1%
Cc1ccc(-c2nc3s/c(=C\c4ccco4)c(=O)n3n2)cc1	?	-3%	0%	-11%	0	0	7	-9	7%	0%
Cc1c(/C=N\NC(=O)c2c[nH]c3ccccc23)cnn1C	?	-6%	4%	3%	-3	·	2	-9	3%	-4%
Cc1cc(C)nc(NCCC(=O)O)n1	2%	-4%	2%	-8%	-4	-9	5	0	1%	1%
S=C(NC1CCCC1)NN1CCOCC1	16%	2%	0%	-14%	-1	9	i	6	-1%	-6%
CCOc1ccccc1NC(=O)Nc1c(C)n(-c2ccccc2)c(=O)n1C	-9%	0%	-1%	0%	-3	6	5	14	-7%	-1%
CCOC(=O)C1CN(S(=O)(=O)c2ccc(C)cc2)CCN1S(=O)(=O)c1ccc(C)cc1 (centres undefined)	-15%	-1%	-1%	-2%	28	-6	8	-17	-6%	6%
CC(C)(C)c1cn(-c2ccc(F)cc2)c(=S)[nH]1	1%	-1%	3%	14%	-1	5	2	-6	-1%	3%
CCN(CC)CCNC(=O)c1ccc(NC(=O)COc2ccccc2F)cc1	1%	-2%	10%	13%	4	4	·	24	-1%	-2%
O=c1c2ccccc2ncn1/N=C/c1ccccc1	?	-6%	4%	0%	?	5	-13	-11	-4%	6%
C/C(Cc1ccccc1)=N\NC(=O)CNC(=O)c1cccc(Br)c1	0%	-1%	2%	-8%	0	-12	1	4	-4%[46.1 µM]	-4%
O=C(CCC(=O)Nc1ccc(F)cc1)N/N=C/c1ccncc1	-1%	-1%	-1%	3%	-2	7	0	1	-1%	2%
O=C(NCc1ccc2c(c1)OCO2)C(=O)Nc1cc2c3c(c1)CC(=O)N3CCC2	-6%	0%	3%	-2%	1	-2	-1	4	4%	-9%
COC(=O)c1ccc(C2Nc3cccc4cccc(c34)N2)cc1	4%	3%	-1%	-21%	-6	1	2	8	7%	-6%

A few values from the entries so far:
Entry of CC(C)(C)c1cn(-c2ccc(F)cc2)c(=S)[nH]1 in USP2a block: 3%
Entry of O=C(/C=C/c1ccc(Br)o1)OCc1ccccc1 in KCNH2 WT inh: -19

Additional records follow.
SMILES	ELG1 repair inh	AT treatment	USP2a block	Eya2 inh	TRPV1 ag	KCNH2 3.1 block	KCNH2 WT inh	TSHR antagonist	TCR act	Mito fusion yeast
COc1ccccc1N(CC(=O)NCCSCc1ccccc1)S(=O)(=O)c1ccc(C)cc1	?	0%	2%	?	16	-7	17	-21	0%	0%
CCOC(=O)CNC(c1ccccc1)c1cc(Br)ccc1NC(C)=O (centres undefined)	-12%	6%	2%	-8%	7	-8	-2	-7	2%	-12%
Cc1ccc(-c2nnn(CC(=O)Nc3ccccc3N3CCOCC3)n2)cc1	?	5%	0%	-1%	1	6	-14	1	·	3%
COC(=O)CSc1nnc(-c2ccccc2OC)o1	0%	7%	4%	22%	-2	-4	-11	-13	5%	1%
CCc1ccccc1N(CC(=O)NCc1ccco1)C(=O)CCC(=O)Nc1nccs1	-14%	9%	-1%	-6%	-2	6	24	-10	-1%	2%
COC1C/C(=N\O)C2OC(c3ccccc3)OCC2O1 (centres undefined)	17%	-4%	2%	18%	-4	-7	1	3	-9%	-2%

Of the compounds above, 3 contain an NH in an aromatic ring:
SMILES	ELG1 repair inh	AT treatment	USP2a block	Eya2 inh	TRPV1 ag	KCNH2 3.1 block	KCNH2 WT inh	TSHR antagonist	TCR act	Mito fusion yeast
O=c1[nH]c2cc3c(cc2cc1CN(CCc1ccccc1)Cc1nnnn1CC1CCCO1)OCO3 (centres undefined)	0%	-2%	9%	10%	12	-3	2	-2	-7%	2%
Cc1c(/C=N\NC(=O)c2c[nH]c3ccccc23)cnn1C	?	-6%	4%	3%	-3	·	2	-9	3%	-4%
CC(C)(C)c1cn(-c2ccc(F)cc2)c(=S)[nH]1	1%	-1%	3%	14%	-1	5	2	-6	-1%	3%

Only part of the results is shown; the hit share may differ from the screen's.
